XIAP antagonists: XIAP antagonists, biochemical, IAP family, fluorescence polarization (AID 1018) | 200,000 compounds, 0.007% hits | displacement, % at 20 µM; hits with a dose series show IC50 in µM | XIAP BIR domain, fluorescence polarization peptide displacement; higher % means a stronger effect; in the data active = displacement above about 50%; note: a part of the inactive calls stands beside numbers as strong as those of hits
SV40 large T antigen: SV40 large T antigen inhibitors, biochemical (AID 1903); SV40 large T antigen ATPase/helicase inhibition assay; higher % means a stronger effect; one-dose inhibition, % at 20 µM; IC50 in µM for titrated hits; 310,000 compounds, 0.39% hits; in the data active = a potency from the dose series; inconclusive = inhibition mostly from about 32% at the one dose, without a potency; inactive = the rest, 99 in 100 with inhibition below about 32%; note: strong numbers were not always called active
WT yeast gro inh: growth inhibition of WT yeast, mitochondrial fusion screen. mitochondrial fusion phenotypic screen, WT strain. inhibition, % at 10 µM. 190,000 compounds, 2.1% hits. AID 1362; in the data active = inhibition above about 58%; tested in S. cerevisiae
Yfh1-depleted yeast: enhancers of respiration in Yfh1-depleted yeast, dose response, Friedreich's ataxia, plus single-dose screen (AID 1465) | fold induction at 50 µM, or EC50 in µM where a hit was titrated | S. cerevisiae Yfh1-off respiration, WST-1 reduction, 72 h; higher fold induction means a stronger effect | 220,000 compounds, 0.074% hits;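 active = fold induction of absorbance versus untreated yeast above a set limit, then at least 30% activation at any dose in follow-up; inconclusive = repeats straddling the limit, or above it without dose testing; inactive = fold induction below the set limit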;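 note: activators that raise dye reduction in frataxin-depleted yeast; strong numbers were not always called active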
West Nile antiviral: West Nile virus antiviral activity, cell-based, CPE readout (AID 1621). West Nile virus-infected cells, CPE inhibition; higher % means a stronger effect. CPE inhibition, % at 10 µM; hits with a dose series show IC50 in µM. 290,000 compounds, 0.02% hits; in the data active = a potency from the dose series; inconclusive = CPE inhibition mostly from about 3.7% at the one dose, without a potency; inactive = the rest, 99 in 100 with CPE inhibition below about 2.2%; note: strong numbers were not always called active
UTI89 phage lysis: protection from phage-mediated lysis, alamar blue read-out – E. coli UTI89, K1F phage, bacterial capsule biogenesis inhibitors (AID 488966) | E. coli UTI89 K1F phage lysis, alamar blue, 2 h; higher % means a stronger effect | one-dose inhibition, % at 100 µM; IC50 in µM for titrated hits | 340,000 compounds, 0.02% hits;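 active = phage lysis inhibition, versus mean bacterial control, above a set limit; inconclusive = no clear call, values can overlap the other calls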;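 note: capsule biogenesis inhibitors block K1F phage lysis so surviving cells raise fluorescence; higher fluorescence means more inhibition of phage lysis; actives were called in the ten point dose series up to 300 µM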
CSM14.1 death rescue: rescue of cells from ER stress-induced death, primary screen, 384-well, CSM14.1, thapsigargin, ATP luminescence (AID 1222); CSM14.1 thapsigargin-induced death rescue, ATP luminescence; higher % means a stronger effect; cellular ATP content (survival), % at 20 µM, or EC50 in µM where a hit was titrated; 190,000 tested, under 10 active;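 active = EC50 below 50 µM in the dose-response confirmation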;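 note: death triggered by thapsigargin at about 15 µM added after 2 h compound pretreatment; cell ATP read after overnight thapsigargin exposure of roughly 18 to 22 hours; normalized against plate controls of thapsigargin alone and 5% DMSO vehicle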
Dengue-2 NS5 capping: Dengue-2 NS5 methyltransferase inhibitors, primary screen, biochemical, confirmation dose response (AID 588689); 340,000 compounds, 0.3% hits; one-dose inhibition, % at 25 µM; IC50 in µM for titrated hits; Dengue-2 NS5 methyltransferase capping enzyme assay, biochemical; higher % means a stronger effect; in the data active = a potency from the dose series; inconclusive = inhibition above about 29% without an active follow-up result
RSV antiviral HEp-2: inhibition of RSV-induced cytopathic effect – HEp-2 cells, primary 10 µM value included (AID 2391); HEp-2 cells, RSV-induced CPE inhibition; higher % means a stronger effect; one-dose CPE inhibition, % at 10 µM; IC50 in µM for titrated hits; 310,000 compounds, 0.13% hits; in the data active = a potency from the dose series; inconclusive = CPE inhibition mostly from about 23% at the one dose, without a potency; inactive = the rest, 99 in 100 with CPE inhibition below about 21%; note: strong numbers were not always called active
WT yeast gro inh mutant strain: recorded beside WT yeast gro inh, whose call it bears; inhibition, %; mitochondrial fusion phenotypic screen, mutant strain inhibition
Dengue-2 NS5 capping pilot replicate: recorded beside Dengue-2 NS5 capping, whose call it bears; inhibition, %; measured here: pilot screen replicate inhibition
* marks the source's active call; other numbers are inactive results; i = inactive; ? = inconclusive; . = no result given; [ ] = dose if it differs, or a comment.

SMILES	XIAP antagonists	SV40 large T antigen	WT yeast gro inh	WT yeast gro inh mutant strain	Yfh1-depleted yeast	West Nile antiviral	UTI89 phage lysis	CSM14.1 death rescue	Dengue-2 NS5 capping	RSV antiviral HEp-2	others
CCOc1ccc(C(C)C)cc1S(=O)(=O)Nc1ccc(Cl)cn1	-9.6%	3%	0	-5	i	-0.1%	0.2%	-0.9%	-8%	1.0%
Cc1ccc(S(=O)(=O)n2cnc3ccccc32)cc1	-5.6%	5%	1	5	i	-0.1%	0.8%	0.1%	1%	1.5%	Dengue-2 NS5 capping pilot replicate=0.3
CN(C)c1nc(N2CCN(c3ccc(F)cc3)CC2)c(C#N)c(=O)o1	-14%	2%	-12	-3	.	.	0.4%	-1.9%	-12%	.
CN(C)S(=O)(=O)c1ccc(C(=O)Nc2nnc(-c3cccs3)o2)cc1	2.6%	4%	5	1	i	-1.8%	-0.1%	1.2%	-9%	0.4%
COC(=O)c1ccc(CN(C(=O)N2CCN(C)CC2)S(=O)(=O)c2ccc(C)cc2)cc1	.	0%	.	.	.	.	0.8%[50 µM]	.	-4%	2.6%
COc1cccc(C(=O)Nc2ccc(F)c(F)c2F)c1	-1.1%	-1%	0	-5	i	0.0%	-2.8%	1.5%	-2%	3.0%
Cc1ccccc1NC(=O)CN1C(=O)N/C(=C\c2ccc(N3CCOCC3)c(F)c2)C1=O	-7.1%	25%	-13	-8	i	-1.5%	3.3%	1.7%	0%	0.5%
Cc1ccc(NC(=O)C(C)Sc2nc(=O)cc(N)n2-c2ccccc2)cc1 (stereo unspecified)	-3.8%	16%	2	4	i	0.1%	-0.1%	0.0%	0%	1.2%
CN(C(=O)c1ccccc1C(=O)OCC(=O)NCc1ccccc1)C1CCCCC1	-12%	-62%	1	-7	i	-0.9%	-0.4%	0.3%	5%	1.4%
Cc1ccc(CNC(=O)Cn2c(=O)c3sccc3n(Cc3cccc([N+](=O)[O-])c3)c2=O)cc1	-2.9%	10%	-2	16	i	-0.7%	.	-3.0%	.	9.3%
CCN(Cc1cc2ccc(C)cc2[nH]c1=O)C(=O)c1ccncc1	-2.8%	1%	60*	4.0*	i	0.0%	.	.	.	.
CCOC(=O)C1=C(C)C(c2ccccc2O)NC(=O)N1 (stereo unspecified)	-7.5%	22%	-13	8	i	0.6%	0.2%	5.2%	-1%	1.1%
COc1ccc(O)c(CN2CCCC(N3CCc4ccccc4C3)C2)c1 (stereo unspecified)	.	4%	.	.	.	-1.4%	-0.5%	.	2%	0.1%
Cc1ccc(CNC(=O)c2ccc3c(c2)NC(=O)C(N2CCOCC2)S3)cc1 (stereo unspecified)	-4.8%	11%	15	-6	i	-1.2%	0.0%	0.0%	-4%	8.0%
O=C1OCC/C1=C\OCCCO/C=C1\CCOC1=O	.	9%	.	.	i	0.3%	0.5%	.	-3%	2.3%
O=C1CCC(=O)N1c1ccccc1OS(=O)(=O)c1ccccc1	.	17%	.	.	.	0.1%	1.4%[50 µM]	.	3%	1.3%
S=C(Nc1ccc(Br)cc1Cl)Nn1cnnc1	-8.8%	5%	8	11	i	0.4%	-0.5%	-0.7%	-2%	2.1%
Cc1ccc(CNC(=O)C(C(=O)NCc2ccc(C)o2)c2ncc(C(F)(F)F)cc2Cl)o1	-1.5%	15%	1	-7	i	-0.4%	-0.3%	.	-14%	-1.8%
Cc1ccccc1OCC(=O)NNC(=O)c1ccc2c(=O)n3c(nc2c1)CCC3	.	16%	.	.	.	.	1.1%[50 µM]	.	13%	-1.6%
N#CC1=C(N)N(c2ccccc2)C2=C(C(=O)CCC2)C1c1ccsc1 (stereo unspecified)	0.7%	12%	-1	10	i	-0.7%	1.0%	-1.3%	44%	0.5%	Dengue-2 NS5 capping pilot replicate=3.2
CCC(C)NC(=O)C1CCN(c2nc(C)cc(C)n2)CC1 (stereo unspecified)	-1.1%	1%	-6	-5	i	0.4%	-0.4%	0.5%	-1%	0.4%
COc1ccccc1N1CCN(C(=O)CSc2nc3ccccc3o2)CC1	-5.2%	11%	12	-4	i	2.2%	6.2%	0.9%	0%	1.4%
Cc1nn(C)c(N)c1[N+](=O)[O-]	.	0%	.	.	i	0.1%	0.4%	.	-3%	0.7%
COc1ccc(CCNC(=O)c2nnn(CC(=O)Nc3c(C)cc(C)cc3C)c2N)cc1OC	.	2%	.	.	.	0.2%	0.2%	.	-7%	1.2%
COCCN=c1scc(-c2ccccc2)n1/N=C/c1c[nH]c2ccccc12	-1.8%	12%	79*	45*	i	0.4%	0.2%	8.5%	-1%	?
Cc1ccc(OCCCCn2c(CO)nc3ccccc32)cc1	-3.2%	22%	13	-6	.	.	0.4%	-1.3%	-4%	12%
COc1ccc(C)cc1NC(=O)CCC(=O)Nc1ccc2nc(N3CCN(C)CC3)cc(C)c2c1	-3.1%	4%	0	-7	.	.	.	.	.	1.0%
Cc1ccccc1C(=O)NC(=S)N(CCO)Cc1ccccc1	.	7%	.	.	.	0.2%	-0.1%	.	-3%	-0.7%
CCC1CCCCN1CCCNC(=O)Cn1c(=O)c2cccn2c2ccccc21 (stereo unspecified)	.	5%	.	.	.	-0.2%	0.4%	.	-1%	-1.8%
O=C(C[n+]1ccn(CCCNP2(=O)C=C(c3ccccc3)OC(c3ccccc3)=C2)c1)c1cccs1	2.1%	11%	4	-14	i	-0.3%	0.4%	-0.4%	7%	-2.2%
Cc1cc(Nc2c(C)n(C)n(-c3ccccc3)c2=O)n2c(nc3ccccc32)c1C#N	-5.1%	10%	-5	-39	.	.	0.2%	0.8%	-3%	1.7%
CN1C2CCC1CC(NS(=O)(=O)c1ccc(C#N)cc1)C2 (stereo unspecified)	.	-3%	.	.	.	-0.2%	0.3%[50 µM]	.	1%	-0.4%
N#CCC(=O)Nc1ccc(C(=O)OCC(=O)Nc2ccccc2Sc2ccccc2)cc1	-3.9%	6%	6	-11	i	-0.1%	.	-0.5%	.	-1.1%
CC(=O)c1ccc(NS(=O)(=O)c2ccccc2)cc1	-1.5%	6%	-7	-5	i	-0.5%	0.6%	0.3%	-6%	-1.0%	Dengue-2 NS5 capping pilot replicate=-3.6
O=C(c1ccc(S(=O)(=O)N2CCOCC2)cc1)N1CCN(c2ccccc2)CC1	-3.4%	-1%	5	-6	i	-0.2%	-0.2%	-1.0%	-8%	2.5%
O=C(N/N=C/c1cccs1)[C@H]1C[C@@H]1c1ccccc1	-1.0%	5%	-25	-20	i	-0.2%	2.0%[50 µM]	-2.7%	-11%	-0.1%
Cn1ccsc1=NC(=O)c1ccc(S(C)(=O)=O)cc1	.	15%	.	.	.	-0.1%	-1.0%	.	-1%	-0.5%
CNC(=O)c1cc2c(s1)CCCCCC2	-7.0%	2%	-3	0	i	.	-1.9%	-2.9%	-4%	0.6%
COc1cccc(NC(=O)c2cccc(N3C(=O)C4C5C=CC(C5)C4C3=O)c2)c1 (stereo unspecified)	.	5%	.	.	.	-1.0%	-0.4%	.	5%	18%
CC(C)(C)CC(=O)NC(=S)NCCc1ccccc1	-1.9%	-1%	35	-5	i	2.2%	0.3%	-1.2%	-8%	18µM*
CC(OC(=O)CCc1cc(C(C)(C)C)c(O)c(C(C)(C)C)c1)C(=O)NC1CC1 (stereo unspecified)	.	5%	.	.	.	.	0.0%[50 µM]	.	3%	-1.0%
CN(C(=O)CSc1nnc(-c2ccncc2)n1Cc1ccccc1)C1CCS(=O)(=O)C1 (stereo unspecified)	-4.1%	4%	0	1	i	1.2%	0.3%	-0.9%	2%	1.9%
Cc1ccc(NC(=O)CN2C(=O)c3ccccc3S2(=O)=O)cc1C	.	2%	.	.	.	-0.3%	-0.4%	.	-3%	0.7%
O=C(NCCN1CCOCC1)c1cn(-c2ccccc2)nc1-c1cccs1	-3.0%	0%	1	-2	.	.	-0.2%	0.2%	-1%	1.2%
Cc1ccc2c(c1)N(CC(=O)NCc1cccs1)C(=O)C(C)O2 (stereo unspecified)	-1.6%	9%	-15	3	i	-0.5%	0.2%	-0.8%	5%	0.6%
COc1ccc(C(=O)OCC(=O)Nc2nc3c(F)c(F)c(F)cc3s2)cc1OC	-5.3%	2%	11	-3	i	0.0%	0.5%	-0.9%	-11%	-1.0%
COc1cccc(CN2CCCC(N3CCc4ccccc4C3)C2)c1O (stereo unspecified)	.	11%	.	.	.	-0.5%	-0.6%	.	-5%	1.7%
Cc1cccc(-n2nc([N+](=O)[O-])c(=NCc3cccnc3)n2O)c1	-2.7%	3%	-19	-3	i	-1.2%	-2.7%	5.3%	-7%	6.6%
COc1ccccc1CCC(=O)N1CCN(S(=O)(=O)c2cccc(F)c2)CC1	.	13%	.	.	.	.	1.1%[50 µM]	.	4%	0.7%
Cc1ccnc(NC(=O)CCC2COc3ccccc3O2)c1 (stereo unspecified)	-4.1%	2%	51	10	i	0.1%	0.5%	-1.8%	-6%	0.9%
CCN(CC)C(=O)Cn1cc(SCC(=O)NC)c2ccccc21	-3.1%	3%	-6	9	i	-0.4%	-0.1%	-0.3%	-1%	2.8%
O=C(NCC(=O)N1CCN(c2ccccc2O)CC1)c1ccc2c(c1)OCO2	.	15%	.	.	.	0.3%	0.2%	.	-5%	1.1%
O=C(CN1CCN(C(=O)N2CCOCC2)CC1)Nc1cc(Cl)ccc1Cl	.	-1%	.	.	.	-0.6%	0.1%	.	-1%	0.5%
Oc1ccc(-c2csc(Nc3ncccn3)n2)cc1	-10%	6%	0	-9	i	-0.1%	2.0%	-1.3%	-7%	2.2%
Cc1ccnc(NC(=O)CCC(=O)N(CC(=O)NCc2ccccc2)Cc2ccc(F)cc2)c1	.	-6%	.	.	.	-0.6%	-0.3%	.	-2%	4.4%
CCOc1ccc(S(=O)(=O)N(C)CCO)cc1-c1nc2c(C(C)(C)C)nn(C)c2c(=O)[nH]1	-1.8%	14%	19	21	.	.	-0.2%	0.0%	1%	3.6%
CCOC(=O)/C(=N\Nc1cc(Cl)ccc1Cl)N1CCN(C)CC1	-3.1%	8%	19	27	i	0.9%	5.1%[50 µM]	-3.4%	-1%	-1.3%
CCc1ccccc1NC(=O)c1cc(-c2ccc3c(c2)OCO3)on1	.	-3%	.	.	.	0.2%	-0.3%	.	-2%	-0.3%

High-throughput results as filed in PubChem BioAssay.
